Source: PubChem (several laboratories)
CSN inh = blocks human CSN-mediated cullin deneddylation | actives 0.38% (n = 360,000) | Purified CSN, SCF-Nedd8-OG deneddylation, fluorescence polarization | inhibition, % at 12.5 µM | Q92905;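 active = pattern-corrected inhibition above about 35%, with an unprinted fluorescence ratio check between 0.5 and 1.5, limit read from the data, passing the limit was not always enough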;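 note: 0% = enzyme with substrate and 100% = substrate without enzyme; some results filed as inactive read as strong as hits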
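Assay system: purified human Csn5 enzyme expressed in HEK293T cells; measure: % inhibition; also added: SCFSkp2-Nedd8OG substrate at 10 nM final; technique: fluorescence polarization; times: reaction 90 min, room temperature; medium: Tris buffer pH 7.5, NaCl, DTT, Tween-20, trehalose, ovalbumin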
MT1-MMP act inh = blocks activation of human MT1-MMP | P50281 | HT1080 RFP-PRO-GFP cells, GFP/RFP ratio fluorescence, overnight; percent of plate control window, DMSO zero | GFP/RFP ratio change, % at 20 µM | actives 0.061% (n = 360,000) | AID 651647;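 active = GFP/RFP ratio change of at least 30% with cell ATP level not reduced by more than half and red fluorescence within 50% of control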; note: strong numbers were not always called active
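Assay system – RFP-PRO-GFP reporter HT1080 cells · Compound dosing – single dose of 20 µM compound, 1% DMSO final · Incubation – overnight compound exposure at 37 °C · Measure – GFP/RFP fluorescence ratio · Benchmarks – DMSO wells and RFP-L50D-GFP cells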
Rin1-Abl PPI inh = human Rin1-Abl interaction inhibition. P00519+Q13671. TR-FRET Rin1/Abl binding, biochemical. inhibition, % at 7.35 µM. actives 0.4% (n = 360,000). AID 588664; in the data active = inhibition above about 5%, passing the limit was not always enough
MLLE-PAM2 inh = inhibitors of microRNA-mediated deadenylation, human PABP1 MLLE binding. P11940. GST-MLLE / FITC-PAM2 fluorescence polarization. inhibition, % at 20 µM. actives 0.36% (n = 360,000). AID 588489; in the data active = inhibition above about 35%, passing the limit was not always enough;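 note: plate controls were DMSO wells with GST-MLLE for no effect and wells lacking GST-MLLE protein for full effect; some results filed as inactive read as strong as hits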
FAS TE block = FAS thioesterase (human) inhibition; P49327; recombinant FAS-TE, OMFH fluorogenic substrate, fluorescence endpoint; inhibition, % at 15 µM; actives 0.67% (n = 360,000);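 active = compounds whose normalised, plate-corrected inhibition of enzyme fluorescence in the single-dose primary screen is 50% or more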;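 note: 0% = DMSO with enzyme and 100% = substrate without enzyme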
Neddylation inh = cullin neddylation inhibition; P61081+Q13564; TR-FRET cullin neddylation, biochemical; calls only at 25 µM; actives 0.58% (n = 360,000); in the data active = inhibition above about 36%
NadD block = NadD (S. aureus) enzyme inhibition | purified NadD enzyme, colorimetric absorbance read-out | inhibition, % at 20 µM | actives 0.78% (n = 360,000) | AID 602399; in the data active = inhibition above about 26%; note: some compounds past the cut are filed as inactive
SKN-1 block = inhibitors of C. elegans SKN-1 | C. elegans VP596 Pgst-4::GFP/RFP ratio, acrylamide-induced, 24 h | inhibition, % at 21.8 µM | actives 0.49% (n = 360,000) | AID 624304;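 active = interference check ratio from 0.5 to 1.5 plus GFP to RFP signal ratio inhibition reaching or exceeding a fixed threshold, cut at about 30% in these data, passing the limit was not always enough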; note: some compounds called inactive have numbers as strong as hits
Rpn11 block = blocks the human proteasome subunit Rpn11; human 26S proteasome, Ub4-pepOG fluorescence polarization; 20S core pre-blocked with epoxomicin; calls only at 20 µM; actives 0.59% (n = 360,000);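 active = inhibition at 20 µM, scaled to each plate's controls, above about 33%, limit read from the data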
The depositor's hits bear a star; i = inactive; nt = not tested or not shown; + = active, no number.

SMILES	CSN inh	MT1-MMP act inh	Rin1-Abl PPI inh	MLLE-PAM2 inh	FAS TE block	Neddylation inh	NadD block	SKN-1 block	Rpn11 block
Cc1oc2c(C)c3oc(=O)c4c(c3cc2c1C)CCCC4	-1.5	-1.6	1.7	14.6	3.9	i	-2.8	13.2	i
COc1cccc(/C=C/C(=O)OCCN2C(=O)c3ccccc3C2=O)c1	0.9	4.3	2.4	-0.1	0.4	i	-3.4	12.5	i
C=CCOc1cccc(NC(=O)c2ccccc2SC)c1	0.6	-0.4	1.2	-1.7	6.5	i	3.1	5.7	i
CC(=O)c1cccc(NC(=O)CN(c2ccccc2F)S(C)(=O)=O)c1	0.0	2.5	-1.1	3.1	-6.3	i	4.4	-19.2	i
Cc1ccc(SCC(=O)Nc2cc([N+](=O)[O-])ccc2O)cc1	0.4	7.8	5.9	-8.0	10.8	i	1.1	-4.5	i
O=C(O)Cc1sc(NCc2ccco2)nc1-c1ccccc1	9.1	-24.1	-0.6	-67.4	-2.5	i	4.1	-4.3	i
COCCCN(C(=O)Cc1ccc(S(=O)(=O)N2CCOCC2)s1)c1c(N)n(Cc2ccccc2)c(=O)[nH]c1=O	1.0	-23.4	1.5	-5.9	-5.1	i	-1.2	16.4	i
COc1ccc(C(O)c2nccn2Cc2ccccc2)cc1OC (configuration not stated)	0.7	-3.8	-0.8	5.8	-7.4	i	-0.7	6.2	i
CCC(NC(=O)c1ccccc1NC(=O)c1ccccc1)C(=O)NNC(=O)CSc1nc2ccccc2o1 (configuration not stated)	-0.2	3.9	-7.6	-3.0	-3.8	i	7.3	-5.9	i
COc1ccc(C(=O)N(CC2CCCO2)C(C(=O)NCCC(C)C)c2ccc(C)cc2)cc1OC (configuration not stated)	-1.1	-2.5	-3.3	1.7	4.5	i	3.7	1.7	i
COc1ccc(NC(=O)C2C3C=CC(O3)C2C(=O)O)cc1 (configuration not stated)	0.7	3.4	1.5	7.9	-3.4	i	-0.8	11.1	i
CCOC(=O)C1CCN(C(=O)CCc2ccc(S(=O)(=O)NCC(C)C)cc2)CC1	-4.6	2.0	-0.7	-7.6	-3.1	i	1.9	5.8	i
Brc1ccc(-c2c(-c3ccsc3)sc3ccccc23)cn1	-2.8	0.1	-7.0	-4.9	29.5	i	-2.6	-5.8	i
COCCN(CC(=O)NCC1CCCO1)C(=O)CCC(=O)Nc1cc(C)on1 (configuration not stated)	-1.6	1.2	-1.6	3.4	-6.1	i	4.9	31.9	i
Cc1ccc2oc(-c3cccc(NC(=O)c4ccccn4)c3)nc2c1	-0.8	-2.8	3.3	-8.5	4.9	i	-3.0	15.9	i
CCc1ccc(/C=N\NC(=O)c2ccc(Br)o2)s1	-3.4	3.7	-4.5	1.6	-4.6	i	1.5	15.3	i
CC(=O)c1cccc(CN2CCC(n3nccc3NC(=O)CCCc3ccccc3)CC2)c1	3.1	3.9	-0.4	-0.2	0.3	i	-5.4	-9.4	i
CCc1nnc(NC(=O)CCCSc2nc3ccccc3[nH]2)s1	3.9	1.0	2.8	-32.9	-2.1	i	-0.4	6.6	i
COc1ccc(Cl)cc1Cn1c(C)c(C(=O)NCc2ccc(F)cc2)sc1=O	1.9	-3.1	0.9	-9.7	25.2	i	-8.4	8.5	i
CCc1ccc(CCC(=O)Nc2ncc(Cc3ccccc3Cl)s2)o1	-5.5	9.6	3.7	-6.0	-13.8	i	-3.7	-6.8	i
C#CCN1C=C(C(=O)OCC)C(C)N(Cc2ccccc2I)S1(=O)=O (configuration not stated)	-7.8	-5.6	-0.4	-6.5	26.0	i	-1.1	-9.0	i
Cc1c(C(=O)N2CCCCC2)c(S(=O)(=O)N2CCc3ccccc32)c(C)n1C	-1.0	-2.5	-1.9	-0.2	-3.2	i	-5.7	0.6	i
O=C(COC(=O)c1ccccn1)NCCc1ccc(Cl)cc1	-1.4	2.1	1.2	-5.1	-2.8	i	-2.8	27.3	i
O=C(COc1ccccc1[N+](=O)[O-])OCCCOC(=O)COc1ccccc1[N+](=O)[O-]	1.8	nt	1.5	0.5	10.4	i	-11.4	-21.7	i
Cn1cnc2cc(OC(=O)c3ccccc3)ccc21	1.2	2.9	2.2	-3.2	-9.0	i	0.7	8.6	i
O=C(CSc1ccc(-c2ccco2)nn1)NCCc1ccccc1	-3.8	2.1	-6.4	14.9	-6.2	i	5.8	2.2	i
OCC1(Cc2cccc(F)c2)CCN(Cc2ccc3cccc(F)c3n2)CC1	1.7	-5.5	2.2	-3.4	6.2	i	-5.0	8.3	i
Cc1cc(OCCN2CCCC2)ccc1[N+](=O)[O-]	-3.1	3.9	0.7	1.2	-11.8	i	-1.3	13.0	i
Cc1cccc(OCCCC(=O)Nc2ccc(S(N)(=O)=O)cc2)c1	4.6	4.2	0.2	12.4	-2.1	i	-0.4	7.9	i
CCN1C(=O)C2C(C1=O)N1C(c3cccs3)C3C(=O)N(CC)C(=O)C3N1C2c1cccs1 (configuration not stated)	-2.0	-5.1	-1.1	2.1	-6.0	i	-1.3	3.4	i
COc1ccc(N2CCc3c(C)nc4c(OC)cc(OC)cc4c32)c(OC)c1	-0.7	-5.1	-8.9	6.0	-3.2	+	-2.2	33.5	i
Cc1cccc(C2c3[nH]c4ccccc4c3CCN2C(=O)c2cc(CC(C)C)nc(C)n2)n1 (configuration not stated)	-7.5	-0.2	1.5	5.7	-2.3	i	-0.5	3.2	i
CN(Cc1ccco1)c1ncnc2ccc(-c3ccc4c(c3)OCO4)cc12	-4.2	-1.8	-2.7	3.2	6.3	i	-1.0	13.9	i
Cc1ccc(-c2nn(CC(=O)NC(C)c3ccccc3)c(=O)c3ccccc23)cc1 (configuration not stated)	-2.3	0.0	-0.3	0.9	8.7	i	-1.0	18.5	i
CCN(CC(=O)Nc1ccccc1OC)C(=O)CCc1ccccc1	-2.9	0.7	-1.0	-1.4	1.2	i	-4.6	-6.5	i
O=C(CC1CC2CCC1C2)N1CCN(S(=O)(=O)c2ccc(F)cc2)CC1 (configuration not stated)	2.9	1.3	0.1	-11.6	1.9	i	-2.2	4.5	i

5 of the compounds above, with values under each structure:
Order of values: CSN inh, MT1-MMP act inh, Rin1-Abl PPI inh, MLLE-PAM2 inh, FAS TE block, Neddylation inh, NadD block, SKN-1 block, Rpn11 block
COc1ccc(N2CCc3c(C)nc4c(OC)cc(OC)cc4c32)c(OC)c1
    -0.7, -5.1, -8.9, 6.0, -3.2, +, -2.2, 33.5, i
Cc1cccc(C2c3[nH]c4ccccc4c3CCN2C(=O)c2cc(CC(C)C)nc(C)n2)n1 (configuration not stated)
    -7.5, -0.2, 1.5, 5.7, -2.3, i, -0.5, 3.2, i
CN(Cc1ccco1)c1ncnc2ccc(-c3ccc4c(c3)OCO4)cc12
    -4.2, -1.8, -2.7, 3.2, 6.3, i, -1.0, 13.9, i
Cc1ccc(-c2nn(CC(=O)NC(C)c3ccccc3)c(=O)c3ccccc23)cc1 (configuration not stated)
    -2.3, 0.0, -0.3, 0.9, 8.7, i, -1.0, 18.5, i
CCN(CC(=O)Nc1ccccc1OC)C(=O)CCc1ccccc1
    -2.9, 0.7, -1.0, -1.4, 1.2, i, -4.6, -6.5, i

Continuation.
SMILES	CSN inh	MT1-MMP act inh	Rin1-Abl PPI inh	MLLE-PAM2 inh	FAS TE block	Neddylation inh	NadD block	SKN-1 block	Rpn11 block
CC(C)CC1(C(=O)O)NC(c2ccccc2O)C2C(=O)N(C(C)C)C(=O)C21 (configuration not stated)	-9.6	0.7	-0.5	-2.0	-0.3	i	-3.5	9.2	i
CN1CCCN(S(=O)(=O)c2cccc(Cl)c2Cl)CC1	6.5	-4.0	4.7	18.1	-7.9	i	-6.6	10.2	i
CCOCCCN1CC(=O)N2[C@@H](Cc3c([nH]c4ccccc34)C2(C)C)C1=O	-2.8	1.9	-1.8	2.3	-5.7	i	-2.7	-4.7	i
CC(C)Oc1cccc(C(=O)N/N=C/c2ccoc2)c1	-5.7	-2.2	2.4	1.3	-3.5	i	10.6	11.7	i
COc1ccc2c(c1)C(C)=CC(C)(C)N2C(=O)C(C)N1C(=O)c2ccccc2C1=O (configuration not stated)	2.6	-5.3	2.2	4.6	6.6	i	-2.1	7.1	i
CS(=O)(=O)NN1C(=O)c2ccccc2NC1c1ccccc1F (configuration not stated)	0.6	0.6	1.5	1.9	-3.8	nt	-2.4	20.4	i
COc1ccc(N=C(C)C2C(=O)c3ccccc3C2=O)cc1	-3.1	-2.4	2.9	3.0	-18.7	i	-1.7	13.9	i
Cc1nc2nc(Cc3ccccc3)nn2c(C)c1Cl	0.0	2.9	-4.2	-3.9	-5.9	i	-4.0	-12.0	i
Cc1ccc(C(=O)Nc2ccccc2)cc1S(=O)(=O)Nc1ccc(Cl)cn1	-4.5	1.8	1.1	-2.7	-1.6	i	-2.9	1.3	i
NC(=O)CC1C(=O)N(c2ccc(Cl)cc2)C(=S)N1NC(=O)c1cccc(F)c1 (configuration not stated)	0.8	4.0	0.4	-4.3	-3.0	i	-1.0	2.3	i
O=C(CN1C(=O)c2cccc3cccc1c23)Nc1ccccc1	1.4	-0.1	1.1	-11.4	-5.4	nt	-4.0	-3.6	i
COc1ccc2oc(=O)c(C(=O)N3CCN(c4ccc(F)cc4)CC3)cc2c1	-5.5	6.2	-3.0	5.7	4.4	i	0.1	-18.3	i
Cc1ccc(/C=C2\Oc3cc(OCC(=O)NN)ccc3C2=O)o1	2.6	-6.2	0.7	-28.3	-8.2	i	12.6	20.4	i
CC(C)CC(=O)Nc1cc2nn(-c3ccccc3)nc2cc1Cl	-2.0	8.7	1.9	-7.0	-5.0	i	15.1	8.7	i
NC1=NC[C@H](c2ccccc2)N1CCc1cc(C(F)(F)F)cc(C(F)(F)F)c1	-1.3	-4.4	1.4	0.9	-121.3	i	-1.3	6.4	i
COc1cc(NC(=S)NCCc2ccccc2)c(OC)cc1NC(=O)C(C)C	-0.9	2.7	0.1	9.6	-0.3	i	-6.7	3.9	i
COc1ccc2c(c1)c(CC(=O)OCC(=O)N(C)C)c(C)n2C(=O)c1ccc(Cl)cc1	1.8	-3.4	4.2	7.5	7.5	i	-12.7	12.5	i
O=C(Oc1ccc(Br)cc1C(=S)N1CCOCC1)c1ccc(F)cc1	6.1	-3.8	-1.3	33.4	23.9	i	-12.8	-9.0	i
COc1ccccc1NC(=O)NC1(C(=O)N2CCN(C)CC2)CCCCC1	2.7	0.3	4.4	-17.9	-3.8	i	-1.2	5.8	i
O=C(CSc1nc2scc(-c3ccccc3)c2c(=O)[nH]1)NCCc1ccccc1	1.9	-1.4	-1.8	1.5	1.5	i	-2.1	8.0	i
O=C(CSc1ccc(C(F)(F)F)cc1[N+](=O)[O-])NCCOc1ccccc1	-1.0	0.0	2.3	2.3	16.8	i	-0.4	6.1	i
Cc1cc2c(cc(C(=O)NCc3cccnc3)n2Cc2ccc(Cl)cc2)o1	4.3	-0.3	-0.2	-6.1	10.5	i	1.3	-5.1	i
O=c1[nH]cnc2c1C(c1ccccc1)c1c(nc[nH]c1=O)O2	0.0	0.2	22.9*	-6.4	-2.2	i	-7.9	2.0	i
CCCC1(CCC)NC(=O)N(CC(=O)N2CCc3ccccc32)C1=O	-0.6	-3.5	2.1	-1.3	0.3	i	0.1	1.8	i
O=C(Nc1ccc2c(c1)OCCO2)C1CCCN(S(=O)(=O)c2cccnc2)C1 (configuration not stated)	-3.3	-0.9	3.3	-20.8	0.3	i	-2.5	-4.5	i
C=CCNC(=O)c1c(N)n(-c2ccc3c(c2)OCO3)c2nc3ccccc3nc12	2.8	-4.1	1.3	12.7	-5.6	i	6.6	16.0	i
